# Chronic BCR inh – chronic active BCR signaling inhibition; Potency, µM (series often up to 46.1 µM), for the others: top-dose ratio change, negative = lower green/red ratio, actives largely listed as inhibitors; ABC-DLBCL IkBa-CBG/CBR reporter, luminescence ratio, 4 h; AID 493014; 0.05% of 340,000 active; active means well fitted inhibition curve with a large enough effect in the signal ratio, with a control signal flat, not every such curve was filed as active; inconclusive means small, poorly fitted or top-dose-only effect, or effect the other way, or a change in a side signal; the % refers to the signal ratio;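 further: potency means the concentration at half of the fitted maximal effect; plate controls were basal doxycycline-induced cells for no effect and cells given 10 µM MG132 for full effect; MG132 reads +100%, hits lower the ratio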
#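 TMD8 ABC-DLBCL cells carrying doxycycline-inducible green luciferase fused to IkappaBalpha plus unfused red luciferase were exposed to compounds (up to 46 uM) for 4 hrs at 37C. Activity came from the overlap-corrected green/red luminescence ratio.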
# Eya2 phos inh – Eya2 (human) phosphatase inhibition; O00167; recombinant Eya2, OMFP fluorescence dephosphorylation (OMFP is methylfluorescein phosphate); Potency, µM (highest dose often 76.9 µM), for inactives: at the top dose activity, negative = inhibition, most hits filed as inhibitors; 0.006% of 330,000 active; further: potency means the concentration at half of the fitted maximal effect; on the % scale 0 is the no-effect control and ±100 the full control effect
#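 Eya2 protein (added as 0.2 uM solution) was preincubated with compound for 10 min at ambient temperature in 50 mM HEPES pH 7.5, 50 mM NaCl, 5 uM MgCl2, 0.05% BSA, 1 mM DTT. OMFP (added at 50 uM) then reacted 10 min; fluorescence read at 485/525 nm.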
# B2AR arrestin – agonists driving beta-arrestin recruitment to human beta2-adrenergic receptor. Potency, µM (highest dose often 46.1 µM), for the others: at the top dose activation, hits mostly activators. 0.02% of 330,000 active. beta-arrestin recruitment to beta2AR, cell-based reporter;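 further: potency means the concentration at half of the fitted maximal effect; 0% = DMSO controls and full agonism = EC100 isoproterenol or metaproterenol; nearly all actives have a fitted effect of over 65% in size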
# ELG1 repair inh – ELG1-dependent DNA repair inhibition; HEK293T ELG1-luciferase reporter, luminescence, 16 h; DNA damage induced by 5-fluorouridine; Potency, µM (top dose mostly 46.1 µM), inactives show top-dose activity change, negative = inhibition, usual class: inhibitors; 2.3% of 330,000 active; AID 504467; further: potency means the concentration at half of the fitted maximal effect; on the % scale 0 is the no-effect control and ±100 the full control effect; nearly all actives have a fitted effect of over 55% in size
#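 HEK293T cells expressing luciferase-tagged ELG1 (2,000/well) received 5-Fluorouridine plus compound or DMSO for 16 hr at 37 °C. Luciferase was read by ONE-Glo luminescence after 30 min at room temperature.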
# TCR activator – activators of T cell receptors; primary human leukocytes, anti-CD3, IL-2 HTRF, 48 h; Potency, µM (doses to about 9.22 µM), for the others: top-dose activation of IL-2 secretion, usual class: activators; 330,000 tested, under 10 active; AID 504894; further: % of control where 0% means no effect
#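 Primary human leukocytes incubated 48 hr with anti-CD3 beads plus compound, without co-stimulation. Secreted IL-2 measured by HTRF (europium cryptate/d2 anti-IL-2 pair, 320 nm excitation, 665 nm emission).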
# Tb PFK inh – inhibitors of T. brucei phosphofructokinase; 0.17% of 330,000 active; O15648; T. brucei PFK, ADP-Glo luminescence; Potency, µM (titrated, usually from 57.5 µM), inactives show at the top dose activity, negative = inhibition, most hits filed as inhibitors; AID 485367;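 further: potency means the concentration at half of the fitted maximal effect; 0% = uninhibited 1x PFK enzyme wells and -100% = no-enzyme wells; nearly all actives have a fitted effect of over 60% in size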
#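 PFK 1.25 nM, F6P 0.5 mM, ATP 0.1 mM, 0.1 M TEA pH 8.0, 5 mM MgCl2, 0.01% Tween20, 0.1% BSA; 45 min RT. ADP-Glo readout. qHTS titration up to 57 uM; curves fitted, compounds curve-classed.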
# USP2a inh – blocks human ubiquitin-specific protease USP2a; O75604; USP2 core, Ub-CHOP2 coupled fluorogenic reporter, 485/531; Potency, µM (top dose mostly 38.3 µM), inactives show top-dose activity change, negative = inhibition, actives largely listed as inhibitors; 0.01% of 330,000 active; AID 463254;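 further: potency means the concentration at half of the fitted maximal effect; plate controls were DMSO wells for no effect and full inhibition by NEM control for full effect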
# Target sequence (O75604 whole entry, looked up): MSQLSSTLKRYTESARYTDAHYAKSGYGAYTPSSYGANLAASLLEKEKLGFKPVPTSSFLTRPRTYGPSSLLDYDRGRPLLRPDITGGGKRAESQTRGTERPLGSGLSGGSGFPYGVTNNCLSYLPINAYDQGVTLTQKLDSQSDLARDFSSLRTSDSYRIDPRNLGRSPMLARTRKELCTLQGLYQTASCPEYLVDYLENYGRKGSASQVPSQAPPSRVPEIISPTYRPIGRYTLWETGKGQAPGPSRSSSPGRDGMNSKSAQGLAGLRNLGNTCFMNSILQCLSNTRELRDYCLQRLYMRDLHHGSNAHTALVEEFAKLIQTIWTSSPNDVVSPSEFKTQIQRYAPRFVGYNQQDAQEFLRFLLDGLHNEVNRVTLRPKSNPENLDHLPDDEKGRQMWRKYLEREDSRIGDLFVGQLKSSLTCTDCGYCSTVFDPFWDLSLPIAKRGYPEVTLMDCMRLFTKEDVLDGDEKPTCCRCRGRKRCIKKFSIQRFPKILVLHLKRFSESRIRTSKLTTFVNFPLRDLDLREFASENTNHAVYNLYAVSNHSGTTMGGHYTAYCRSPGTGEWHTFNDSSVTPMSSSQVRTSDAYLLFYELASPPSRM
#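 Deubiquitinase activity read as fluorescence (485/531 nm) after Ub-CHOP2 cleavage activates the enterokinase reporter on its substrate; USP2 core 10nM, Ub-CHOP2 and substrate 25nM each, 30min compound preincubation then 60min RT; data normalized to NEM, curves fitted.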
# Mito fusion yeast – blocks mitochondrial division or promotes mitochondrial fusion; 0.23% of 320,000 active; S. cerevisiae fusion-defective mutant growth rescue, CellTiterGlo 48 h; Potency, µM (doses to about 46.1 µM), for inactives: top-dose growth rescue (activation), most hits filed as activators;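 further: potency means the concentration at half of the fitted maximal effect; % of control where 0% means no effect; nearly all actives have a fitted effect of over 45% in size; temperature-sensitive fusion mutants such as fzo1-1 at 37 °C on non-fermentable ethanol glycerol medium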
#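 Compounds are tested for their ability to restore growth of mitochondrial fusion-defective yeast strains at non-permissive 37C in YPEG medium over 48 hours. Viability is quantified by luciferase luminescence.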
# uPA surface inh – cell surface uPA generation inhibition. cell surface uPA generation assay, qHTS. Potency, µM (doses to about 38.3 µM), inactives show top-dose activity change, negative = inhibition, actives largely listed as inhibitors. 0.31% of 330,000 active; active means well fitted inhibition curve with a large enough effect; inconclusive means small, poorly fitted or top-dose-only effect; inactive means no such curve, though single readings can be large or run the other way; tested in mouse RAW 264.7 cells; further: potency means the concentration at half of the fitted maximal effect; on the % scale 0 is the no-effect control and ±100 the full control effect; nearly all actives have a fitted effect of over 55% in size
# PTAP TSG101 blk – blocks PTAP/TSG101 interaction to inhibit HIV-1 budding; Q99816; 340,000 tested, under 10 active; Fluorescence polarization, FITC-PTAP peptide / Tsg101 binding; AID 493005; Potency, µM (series often up to 115 µM), without a hit: at the top dose activity change, negative = inhibition, hits mostly inhibitors; active means well fitted inhibition curve with a large enough effect in the main read-out, with a control signal flat, not every such curve was filed as active; inconclusive means small, poorly fitted or top-dose-only effect, or effect the other way, or a change in a side signal; inactive means no such curve, though single readings can be large or run the other way; further: potency means the concentration at half of the fitted maximal effect; % of control where 0% means no effect
# Target sequence (Q99816 whole entry, looked up): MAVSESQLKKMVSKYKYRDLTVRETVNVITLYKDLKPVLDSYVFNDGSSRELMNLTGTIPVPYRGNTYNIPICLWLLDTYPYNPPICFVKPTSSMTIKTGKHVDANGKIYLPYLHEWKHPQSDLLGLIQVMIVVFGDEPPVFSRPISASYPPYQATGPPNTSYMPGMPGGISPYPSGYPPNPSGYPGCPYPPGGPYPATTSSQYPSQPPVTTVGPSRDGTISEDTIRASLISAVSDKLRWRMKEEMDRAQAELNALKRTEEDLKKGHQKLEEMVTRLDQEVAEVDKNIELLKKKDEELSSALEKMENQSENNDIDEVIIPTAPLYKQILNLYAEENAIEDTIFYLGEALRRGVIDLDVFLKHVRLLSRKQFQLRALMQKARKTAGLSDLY
#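 Compounds were pin-transferred onto Tsg101 binding domain (10 uM final) in HEPES pH 7.5 buffer, then FITC-PTAP peptide was added at 50 nM final. After 20 min at RT, polarization reported peptide displacement across a qHTS concentration series.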
# TSHR antag – antagonists of human thyroid stimulating hormone receptor; P16473; TSHR-expressing cells, TSH-stimulated cAMP HTRF, 2 h; active compounds read low; activity change, negative = inhibition, % at 11.5 µM; 0.2% of 330,000 active; AID 504810;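 active means activity change below a set negative limit, meaning inhibition stronger than a set level, cut at about -70% in these data; inconclusive means activity change between two set negative limits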; further: on the % scale 0 is the no-effect control and ±100 the full control effect
#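 Competitive HTRF cAMP read-out (cryptate anti-cAMP antibody, cAMP-d2; 30 min, room temperature) in freshly harvested TSHR cells. Compounds added before TSH at EC80 (4nM final), followed by 2 hours' incubation at 37 deg C.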
# * = called active by the depositor; u = inconclusive; x = not tested or not shown; [ ] = another dose, or the depositor's remark. Unless noted, the call rests on the fitted dose curve; in most records, active means well fitted curve in the direction sought with a large enough effect; inconclusive means small, poorly fitted or top-dose-only effect, or another doubt; inactive means no such curve, though single readings can be large; an effect the other way counts as inactive or inconclusive.
SMILES,Chronic BCR inh,Eya2 phos inh,B2AR arrestin,ELG1 repair inh,TCR activator,Tb PFK inh,USP2a inh,Mito fusion yeast,uPA surface inh,PTAP TSG101 blk,TSHR antag
COc1cc(S(=O)(=O)NC2CC(C)(C)NC(C)(C)C2)c(OC)cc1Cl,2%,2%,-0.6%,-11%,8%,1%,0%,-1%,-2%,0%,-3
Nc1cccc(-c2csc(-n3ncc(C(=O)O)c3C(F)(F)F)n2)c1,u,-1%,-0.1%,21%,8%,-2%,0%,-1%,8%,-2%,-3
O=C1C2C3C=CC(CNS(=O)(=O)c4ccccc4[N+](=O)[O-])(O3)C2C(=O)N1c1ccccc1 (configuration not stated),0%,-2%,-0.1%,-19%,-4%,1%,2%,-3%,4%,-8%,0
Cc1cc(C)c2c(n1)nn1c(N3CCN(c4ccccc4)CC3)cc(C)nc21,-1%,11%,0.5%,-12%,-1%,-4%,3%,0%,x,-17%,-6
CCOc1ccccc1/C=C/C(=O)c1ccc(Cl)cc1,-19%,2%,-0.6%,u,-3%[46.1 µM],0%,0%,7%,1%,3%,-1
Cc1ccc[n+](CC(=O)Nc2ccc(C)c(C)c2)c1,1%,-10%,0.0%,1%,-10%,-8%,0%,-2%,7%,-9%,-8
Cc1ccc(OC(=O)c2cccc(S(=O)(=O)N3CCN(C)CC3)c2)c(Br)c1,0%,3%,-0.2%,-4%,18%,-1%,1%,-10%,-8%,-2%,-6
Cc1cc(NS(=O)(=O)c2ccc(NC(=O)c3cccnc3)cc2)nc(C)n1,-1%,-15%,0.2%,4%,-11%,15%,0%,-6%,1%,-8%,2
CC1(C)C(c2ccc(Cl)cc2)=[N+]([O-])C2(CCCC/C2=N\O)N1O (configuration not stated),u,-6%,-0.4%,-2%,-1%,2%,1%,4%,10%,-6%,-1
Cc1ccc(C)n1-c1ccc(NC(=O)c2ccccc2)cc1,u,6%,-0.7%,u,-5%[46.1 µM],0%,4%,1%,-10%,-5%,4

# Reprinted at random: 3 records from the list, in no set order.
SMILES,Chronic BCR inh,Eya2 phos inh,B2AR arrestin,ELG1 repair inh,TCR activator,Tb PFK inh,USP2a inh,Mito fusion yeast,uPA surface inh,PTAP TSG101 blk,TSHR antag
Nc1cccc(-c2csc(-n3ncc(C(=O)O)c3C(F)(F)F)n2)c1,u,-1%,-0.1%,21%,8%,-2%,0%,-1%,8%,-2%,-3
CCOc1ccccc1/C=C/C(=O)c1ccc(Cl)cc1,-19%,2%,-0.6%,u,-3%[46.1 µM],0%,0%,7%,1%,3%,-1
O=C1C2C3C=CC(CNS(=O)(=O)c4ccccc4[N+](=O)[O-])(O3)C2C(=O)N1c1ccccc1 (configuration not stated),0%,-2%,-0.1%,-19%,-4%,1%,2%,-3%,4%,-8%,0

# The list continues.
SMILES,Chronic BCR inh,Eya2 phos inh,B2AR arrestin,ELG1 repair inh,TCR activator,Tb PFK inh,USP2a inh,Mito fusion yeast,uPA surface inh,PTAP TSG101 blk,TSHR antag
O=C(CN1C(=O)C(=O)c2ccccc21)NC1CCCCC1,0%,-5%,-0.4%,1%,-4%[46.1 µM],1%,3%,-4%,-8%,-4%,-8
CCN1CCN(c2cc3c(cc2F)c(=O)c(C(=O)O)cn3C2CC2)CC1,19%,-1%,-0.6%,-10%,6%,-3%,3%,0%,25%,2%,-8
C=CCn1c(SCC(C)=O)nc2scc(-c3ccc(C)o3)c2c1=O,11%,-1%,1.0%,u,x,-12%,-4%,-9%,2%,-1%,-13
O=C(Nc1ccccc1C(=O)NCC1CCCO1)c1ccc(Cl)cc1 (configuration not stated),18%,-2%,-0.7%,12%,-5%,0%,-1%,11%,-14%,0%,1
CN(C)c1ccc(-c2ccncc2)cc1,1%,-1%,-0.2%,u,x,-2%,0%,-3%,x,x,-2
O=C(CSc1ncccc1-c1nc2ccccc2[nH]1)N1CCCCC1,u,3%,-1.2%,u,0%,0%,0%,-2%,x,-4%,-1
C=CCNC(=O)C1CC(=O)N(c2ccc(OCc3ccccc3Cl)cc2)C1 (configuration not stated),0%,-9%,-1.5%,u,8%,-1%,3%,0%,5%,-4%,6
COc1ccc(NC(=O)CCNC(=O)Cn2ccc3ccccc3c2=O)cc1OC,1%,-4%,0.3%,-2%,-8%,0%,1%,-15%,11%,-2%,-4
COc1ccc(CNC(=O)c2nnn(Cc3ccc(OC)cc3)c2N)cc1,9%,-9%,0.2%,9%,7%[46.1 µM],-8%,-3%,1%,-19%,5%,10
Cc1ccc(NC(=O)CN2C(=O)CC(C)S(=O)(=O)c3ccccc32)cc1 (configuration not stated),-1%,-6%,0.1%,10%,-3%,-2%,3%,-9%,-1%,-4%,-12
O=C(CC1C(=O)NCCN1Cc1ccoc1)NCc1cccc(OC(F)(F)F)c1 (configuration not stated),1%,7%,-0.2%,-4%,-4%,1%,0%,0%,3%,-2%,-5
COc1cc(C(=O)/C=C/c2cccnc2)ccc1O,u,23%,-0.3%,u,4%,4%,3%,9%,-12%,-5%,10
COc1ccc(CNC(=O)COc2ccc(S(=O)(=O)N3CCOCC3)cc2C)cc1,3%,-13%,-0.3%,-11%,3%,-2%,1%,-2%,-4%,-2%,0
Cc1sc2ncn(CC(=O)NCCCOC(C)C)c(=O)c2c1S(=O)(=O)N1CCN(c2ncccn2)CC1,8%,1%,-0.2%,-4%,x,0%,0%,0%,-8%,-1%,11
Cc1ccc(NC(=S)NC(C)CCc2ccccc2)cc1C (configuration not stated),-1%,2%,0.5%,-6%,4%[46.1 µM],2%,-1%,u,-3%,-4%,3
COc1cccc(/C=N/Nc2ccc(S(=O)(=O)O)cc2)c1O,-20%,-1%,-0.5%,u,-5%,2%[0.46 µM],2%,0%,x,-4%,-2
COc1ccc(C2(C)NC(=O)N(CC(=O)c3cc(C)n(C4CC4)c3C)C2=O)cc1 (configuration not stated),u,17%,-1.0%,10%,9%,0%,2%,-5%,u,-1%,0
O=C(NCC(=O)N1CCN(c2ccc(C(F)(F)F)cn2)CC1)c1ccc(Br)o1,u,22%,-0.3%,-16%,4%,5%,2%,7%,-20%,2%,7
Cn1c(SCC(=O)Nc2ccc3c(c2)OCCO3)nnc1C(F)(F)F,-2%,4%,0.3%,18%,-292%,1%,1%,-4%,4%,0%,-19
NS(=O)(=O)c1ccc(CCNC(=O)C2CCC(Cn3c(=S)[nH]c4ccccc4c3=O)CC2)cc1 (configuration not stated),-1%,4%,0.1%,u,-6%,0%,3%,2%,-1%,-3%,6
CCc1nccn1CCC(=O)NC1CC(C)(C)Cc2c1cnn2-c1cccc(F)c1 (configuration not stated),1%,-4%,0.8%,-4%,1%,0%,0%,-2%,-1%,-6%,-18
COC(=O)CCC(C)N1CCC(Oc2ccc(C(=O)N3CCCC3)cc2)CC1 (configuration not stated),1%,5%,-0.1%,4%,-3%,-1%,1%,3%,-6%,-9%,-5
CC1C(=O)N2CCCc3cc(NC(=O)COc4ccc(Cl)cc4)cc1c32 (configuration not stated),-9%,2%,0.2%,-8%,1%,-5%,-2%,5%,-1%,-6%,-8
O=C(CSc1nc(=O)n2ccccc2n1)Nc1cccc2ccccc12,u,-10%,0.7%,-10%,6%,-4%,0%,1%,-3%,0%,13
COc1cc2c(C(=O)N3CCN(C)CC3)c(CSc3ccccc3)n(C)c2cc1Br,-27%,-14%,-0.1%,u,0%,2%,-1%,0%,-5%,-3%,-10
O=C(Cn1cc(C(F)(F)F)ccc1=O)N/N=C/c1ccc(Cl)cc1Cl,-1%,-4%,-0.3%,20%,-4%[46.1 µM],1%,0%,3%,-1%,-3%,12
CCOc1ccc(S(N)(=O)=O)cc1-c1nc2c(C(C)(C)C)nn(C)c2c(=O)[nH]1,3%,3%,-0.3%,-11%,2%,4%,2%,3%,-7%,-3%,6

# Bioassay records: PubChem, National Center for Advancing Translational Sciences (NCATS)
